Screening data deposited in PubChem by several laboratories.
NR5A2 inv ag: LRH-1 (NR5A2) inverse agonists, primary screen, cell-based, luminescence, HEK293T, StAR-luciferase reporter | Nuclear receptor subfamily 5 group A member 2 (Homo sapiens), O00482 | LRH-1 transfected, 24 h | inhibition, % at 3.6 µM | 0.13% of 360,000 active | AID 602396, 2012;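 active = inhibition above the mean inhibition of all tested compounds plus 3 SD, cut at about 73% in these data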;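 note: 0% = DMSO wells and 100% = reporter-only cells lacking LRH-1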
NCOA1 inh: SRC1 coactivator transcriptional activity inhibitors, primary screen, cell-based, luminescence | Nuclear receptor coactivator 1 (Homo sapiens), Q15788 | HEK293 GAL4-SRC1 luciferase reporter | inhibition, % at 3.6 µM | 0.12% of 360,000 active;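 active = inhibition above the campaign mean plus 3 SD, with each screening campaign given its own cutoff, cut at about 60% in these data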;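 note: 0% = DMSO treated cells and 100% = gossypol at 36 µM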
MC4R ag barr: MC4R agonists recruiting beta-arrestin, primary screen, cell-based, luminescence, agonist arm of biased-ligand search; Melanocortin receptor 4 (Homo sapiens), P32245; U2OS MC4R beta-arrestin complementation; percent of melanotan II response, DMSO zero; activation, % at 8.9 µM; 0.98% of 360,000 active; AID 540308, 2011;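 active = activation above a per-plate cutoff, the mean activation of sample wells on that plate plus 3 SD, cut at about 8% in these data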
ABHD5 PLIN5 PPI: ABHD5-PLIN5 interaction inhibitors, primary screen, cell lysate, split luciferase complementation, luminescence; Perilipin-5 (Homo sapiens) + 1-acylglycerol-3-phosphate O-acyltransferase ABHD5 (Homo …; Split G. princeps luciferase complementation, 4 h; inhibition, % at 4 µM; 0.78% of 360,000 active; AID 602281, 2012;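 active = inhibition above the mean inhibition across every tested compound plus 3 SD, cut at about 22% in these data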;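 note: 0% = DMSO only wells and the 100% control is not disclosed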
NR2F2 inh: NR2F2 transcriptional activity inhibitors, primary screen, cell-based, luciferase reporter, HEK293T, luminescence; COUP transcription factor 2 (Homo sapiens), P24468; HEK293T NGFI-A luciferase reporter; inhibition, % at 8.6 µM; 0.7% of 370,000 active; AID 686940, 2013;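 active = inhibition above a per-plate cutoff, mean inhibition of test wells between control levels plus 3 SD, cut at about 38% in these data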;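 note: cells cotransfected with COUP-TFII expression vector driving the NGFI-A reporter; 0% = median of COUP-TF2 test wells and 100% = reporter-only cells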
EBV LMP1 NFkB: EBV LMP1-driven NF-kappaB luciferase reporter inhibitors, primary screen, cell-based, luminescence, single point; 0.69% of 350,000 active; AID 504558, 2011; inhibition, % at 12.5 µM; LMP1-induced NF-kappaB luciferase reporter cells; in the data active = inhibition above about 41%;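 note: 0% = neutral control wells and 100% = reference inhibitor control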
NCOA3 inh: SRC3 coactivator transcriptional activity inhibitors, primary screen, cell-based, luminescence. 0.17% of 360,000 active. HEK293 GAL4-SRC3 luciferase reporter. Nuclear receptor coactivator 3 (Homo sapiens), Q9Y6Q9. inhibition, % at 3.6 µM. AID 588352, 2011;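 active = inhibition above a per-campaign cutoff, the mean of all compounds plus 3 SD, cut at about 60% in these data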;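 note: 0% = DMSO-treated cells and 100% = gossypol-treated cells at 36 µM; higher means less SRC3-driven luciferase light from the GAL4 reporter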
TLR9-MyD88 inh: inhibitors of TLR9-MyD88 association in cells, primary screen, cell-based, CHO, BLA complementation, fluorescence; CCF4 FRET ratio; inhibition, % at 4.98 µM; 0.21% of 340,000 active; AID 504734, 2011;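 active = inhibition above the mean over all tested compounds plus 3 SD, cut at about 21% in these data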;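 note: 0% = DMSO only wells and 100% = clavulanate BLA inhibitor control wells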
Target sequence (Q99836 whole entry, looked up): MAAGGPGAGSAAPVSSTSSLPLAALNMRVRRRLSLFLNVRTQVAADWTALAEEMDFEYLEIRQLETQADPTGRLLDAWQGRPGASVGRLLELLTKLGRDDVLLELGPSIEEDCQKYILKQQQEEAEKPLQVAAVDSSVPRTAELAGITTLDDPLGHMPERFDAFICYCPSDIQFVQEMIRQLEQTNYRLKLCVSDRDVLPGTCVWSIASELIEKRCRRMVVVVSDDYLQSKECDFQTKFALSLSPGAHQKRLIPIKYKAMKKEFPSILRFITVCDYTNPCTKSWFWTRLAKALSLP
Target sequence (Q9NR96 whole entry, looked up): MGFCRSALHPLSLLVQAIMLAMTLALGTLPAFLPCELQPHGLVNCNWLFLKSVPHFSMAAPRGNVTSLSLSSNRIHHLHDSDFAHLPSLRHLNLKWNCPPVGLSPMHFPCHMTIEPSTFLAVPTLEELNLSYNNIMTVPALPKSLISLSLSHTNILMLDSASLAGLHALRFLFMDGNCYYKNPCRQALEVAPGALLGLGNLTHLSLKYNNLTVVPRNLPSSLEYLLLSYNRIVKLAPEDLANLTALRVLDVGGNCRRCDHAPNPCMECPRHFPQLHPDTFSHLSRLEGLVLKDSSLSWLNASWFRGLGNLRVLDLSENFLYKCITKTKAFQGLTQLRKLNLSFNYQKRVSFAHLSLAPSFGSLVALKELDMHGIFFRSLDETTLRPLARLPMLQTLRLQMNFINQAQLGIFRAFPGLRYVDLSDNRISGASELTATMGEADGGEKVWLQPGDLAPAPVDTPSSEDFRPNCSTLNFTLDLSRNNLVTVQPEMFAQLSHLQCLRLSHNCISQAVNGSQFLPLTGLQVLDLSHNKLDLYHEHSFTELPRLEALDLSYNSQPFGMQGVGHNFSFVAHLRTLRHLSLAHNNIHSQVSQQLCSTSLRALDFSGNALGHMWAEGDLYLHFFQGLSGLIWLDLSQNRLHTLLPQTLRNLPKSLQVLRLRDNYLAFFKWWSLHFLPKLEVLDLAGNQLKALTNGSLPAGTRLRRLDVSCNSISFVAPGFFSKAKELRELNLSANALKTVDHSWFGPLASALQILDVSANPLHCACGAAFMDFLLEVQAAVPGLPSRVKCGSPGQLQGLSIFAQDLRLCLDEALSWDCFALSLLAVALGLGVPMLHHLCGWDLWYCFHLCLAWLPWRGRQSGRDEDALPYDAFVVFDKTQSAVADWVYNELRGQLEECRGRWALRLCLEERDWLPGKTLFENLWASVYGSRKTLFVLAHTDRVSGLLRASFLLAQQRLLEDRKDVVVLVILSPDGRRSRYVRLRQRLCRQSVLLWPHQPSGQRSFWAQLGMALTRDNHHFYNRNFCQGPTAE
SRC2 inh: inhibition of GAL4-SRC2 driven luciferase reporter, primary screen, SRC2 inhibitor project, cell-based, luminescence. Nuclear receptor coactivator 2 (Homo sapiens), Q15596. HEK293 GAL4-SRC2 luciferase reporter. inhibition, % at 9 µM. 0.17% of 370,000 active;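 active = inhibition above the mean inhibition of all tested compounds plus 3 SD, set per campaign, cut at about 52% in these data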;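 note: 0% = DMSO treated cells and 100% = cells given Gossypol at 36 µM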
MC4R antagonist: MC4R antagonists of cAMP signaling, primary screen, cell-based, TR-FRET, antagonist arm of biased-ligand search; Melanocortin receptor 4 (Homo sapiens), P32245; MC4R-expressing cells, MTII-stimulated cAMP, LANCE TR-FRET; inhibition, % at 6.5 µM; 0.48% of 360,000 active; AID 540295, 2011;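 active = inhibition above its plate's cutoff, the mean of tested wells on that plate plus 3 SD, cut at about 29% in these data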;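 note: 0% = Melanotan II alone and 100% = Melanotan II plus saturating MCL0020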
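Assay system: U2OS-MC4R stable cell line; Also added: Melanotan II; Technique: Eu-cAMP/anti-cAMP TR-FRET, emission 671 nm; Times: 30-min compound, 1-h challenge, 1-h detection, room temperature.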
NOD2 RIPK2 PPI: NOD2-RIPK2 binding disruptors in cells, primary screen, fluorescence, CHO cells, BLA complementation; CCF4 ratio; inhibition, % at 4.98 µM; 0.38% of 360,000 active; in the data active = inhibition above about 21%;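 note: 0% = vehicle only and 100% = reference blocker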
* = called active by the depositor; nt = not tested or not shown.

Values in the order – NR5A2 inv ag	NCOA1 inh	MC4R ag barr	ABHD5 PLIN5 PPI	NR2F2 inh	EBV LMP1 NFkB	NCOA3 inh	TLR9-MyD88 inh	SRC2 inh	MC4R antagonist	NOD2 RIPK2 PPI
- Cc1c(NC(=O)COC(=O)c2ccc(F)c(S(=O)(=O)N3CCOCC3)c2)c(=O)n(-c2ccccc2)n1C
→ 8	14	0.9	-3	10	9	9	0	7	-2	-8
- O=C(CNCCc1ccccc1)Nc1ccc(C(=O)N2CCCCC2)cc1
→ -12	2	-0.7	5	-1	0	-9	-8	6	14	-2
- Cc1cc(C(=O)NC(C)C2CCCO2)cs1 (stereo unspecified)
→ 0	-9	2.1	16	nt	-6	-18	-3	nt	-6	-12
- COc1cc(OC)c(C(=O)Nc2ncn[nH]2)cc1OC
→ -1	-15	1.2	1	-1	-2	-22	0	22	15	-5
- NC(=O)c1cc(NC(=O)c2ccc(NS(=O)(=O)c3cccs3)cc2)cc(C(N)=O)c1
→ -3	-12	-0.2	-1	-19	0	-1	-4	-2	10	-6
- Cc1ccc(NC(=O)Nc2ccc3c(c2)N(C)C(=O)CS3)cc1C
→ 21	-1	0.2	-6	-4	5	10	-4	5	5	8
- O=S(=O)(c1ccc(NC(=S)Nc2ccccc2)cc1)N1CCOCC1
→ -24	-19	2.3	6	3	6	11	-19	-11	11	-8
- Cc1nc2c(C(=O)NCc3ccc4c(c3)OCO4)c[nH]n2c(=O)c1Cl
→ -20	-5	-1.8	5	22	-8	-5	-2	13	7	-2
- COC(=O)c1ccc2c(c1)C(=O)/C(=C/c1ccc(C)cc1)O2
→ -8	-17	-1.9	-6	8	-14	-18	-7	-33	2	-1
- O=C(O)CCc1ccc(-c2ccc(Cl)cc2)n1CC(=O)O
→ -11	-15	-0.3	13	-7	-4	-7	2	-11	0	-11
- Cc1nc(Oc2ccccc2)c2ccsc2n1
→ -3	-24	-0.2	0	10	1	1	2	-18	7	6
- CC(C)(C)c1[nH]nc2c1C(c1ccccc1OC(=O)N1CCOCC1)C(C#N)=C(N)O2 (stereo unspecified)
→ 11	1	0.3	-2	4	-4	11	-3	-10	16	4
- C[C@H]1CCC[C@@]2(O[C@@H](CCO)C[C@H](O)[C@H]2O)O1
→ 0	-31	-0.9	-3	7	2	17	-11	-35	-4	-6
- CC(C)CN1CCN(Cc2cccn2-c2ccccn2)CC1CCO (stereo unspecified)
→ -1	10	-0.7	-6	-5	7	18	-1	16	-1	-6
- CC(=O)c1ccc2noc(-c3cccc(F)c3)c2c1
→ -17	-35	-0.8	22*	-11	0	7	-9	9	11	7
- CC(C)(C)OC(=O)C[C@H]1C/C=C\C[C@H](CC(=O)N[C@H](CO)Cc2ccccc2)C(=O)N[C@H](C(C)(C)C)COC1=O
→ -3	9	-0.8	9	-2	6	1	2	9	9	-17
- Cc1ccc(NS(=O)(=O)c2cc(-c3cc(C)no3)ccc2C(C)C)nc1
→ 13	-5	-0.8	-5	1	-4	-5	-1	-9	-2	0
- CCOC(=O)N1CCN(C(=S)NC(=O)/C=C/c2ccc(C)cc2)CC1
→ -15	-10	-3.8	-4	-19	3	10	-3	2	-7	-5
- COC(=O)C1CCN(c2ccc([N+](=O)[O-])cc2)CC1
→ 3	4	-1.3	6	5	2	11	-1	20	11	2
- CCOc1ccccc1NC(=O)/C(C#N)=C/c1c(C)nn(-c2ccccc2)c1Cl
→ 6	10	-0.5	-3	8	0	14	-2	19	9	3
- O=C1CCc2cc(S(=O)(=O)Nc3ccc(F)cc3)cc3c2N1CC3
→ 8	-11	-1.5	2	-6	6	2	3	-9	8	2
- O=C(c1ccccc1)c1nn(-c2ccccc2)c(=O)cc1-c1ccccc1
→ 12	1	nt	-6	nt	nt	0	nt	nt	nt	-5
- COc1ccc(CNC(=O)Cn2ccc3cc(S(=O)(=O)N4CCCC4)ccc32)cc1OC
→ 2	-10	-3.5	-2	-13	6	4	-9	12	6	0
- CC1Cc2cc(S(=O)(=O)N3CCC(C(=O)NCc4ccco4)CC3)ccc2N1C(=O)C1CCC1 (stereo unspecified)
→ 11	-2	-3.0	-7	-8	-9	12	-12	-14	2	-7
- COc1cccc2cc(C(=O)N3CCC(C)CC3)c(=O)oc12
→ -22	-1	0.0	1	9	-4	12	4	-6	5	-15
- CC(Oc1ccc(Br)cc1)C(=O)N(C)CC(=O)Nc1ccc(N2CCOCC2)cc1 (stereo unspecified)
→ -14	-5	-2.4	10	14	1	9	3	-11	13	-6
- CC1(C(=O)NS(=O)(=O)C2CC2)CCCN(C(=O)c2c(F)cccc2F)C1 (stereo unspecified)
→ 3	-19	-1.8	2	-15	nt	-14	nt	-7	8	2
- CCc1cc(=O)oc2c3c(cc(OCC(=O)NCc4ccncc4)c12)OC(C)(C)CC3
→ 20	-3	-1.9	8	7	-1	19	-6	-6	13	-4
- COc1cc2oc(=O)cc(-c3ccc(-c4ccc(O)cc4)cc3)c2c(OC)c1OC
→ 9	2	-3.0	-5	13	-3	-5	-3	-6	5	4
- CC1(C)C[C@H](O)[C@]2(CO)[C@H](O)C[C@]3(C)C(=CCC4[C@@]5(C)CC[C@H](O)C(C)(C)C5CC[C@]43C)[C@@H]2C1 (stereo partly specified)
→ 1	3	19*	7	-13	-5	-19	3	-22	18	5
- CCC(C(=O)OCC(=O)Nc1ccc(SC(F)F)cc1)c1ccccc1 (stereo unspecified)
→ 5	-8	-1.8	-12	12	-66	-7	7	-10	3	0
- O=[N+]([O-])c1cccc(C=NN2CCCCCC2)c1
→ -17	-88	-1.2	-6	-9	-6	-78	5	-21	-2	2
- O=C(COc1ccccc1[N+](=O)[O-])N1CCC(Cc2ccccc2)CC1
→ 8	-2	-2.0	-1	14	-2	6	-8	-19	-9	13
- CCOc1ccc2nc(NC(=O)C3CCN(S(=O)(=O)c4cnc[nH]4)CC3)sc2c1
→ 12	2	-1.7	-2	2	0	8	-16	-11	7	-7
- Cc1ccc(CS(=O)Cc2ccc(C(=O)NC3CCCCC3)o2)cc1 (stereo unspecified)
→ -4	-50	1.5	15	3	2	-2	-10	9	2	-7
- CCOC(=O)N(C)C[C@H]1OCc2cn(nn2)CCCC(=O)N([C@H](C)CO)C[C@@H]1C
→ -1	10	-2.5	2	-4	-1	-3	-9	-13	10	-2
- COc1ccc(NC(=O)c2cc(-c3cc(F)ccc3OC(C)C)n[nH]2)c(OC)c1
→ 3	-14	0.3	-2	-4	nt	-19	nt	16	4	6
- O=C(COc1ncnc2ccc(Br)cc12)Nc1ccc(N2CCOCC2)cc1
→ 32	0	-1.0	4	-7	2	8	-3	9	12	-2
- O=C(CSCc1ccco1)NC1CCCC1
→ -11	-13	2.6	13	-1	-5	-11	0	-1	17	3
- O=C(NCCc1c[nH]c2ccccc12)/C(=C\c1cccnc1)NC(=O)c1ccccc1Br
→ 11	-11	-0.8	1	9	10	21	-1	8	6	2
- CCOc1ccc(-c2nc(CSCC(=O)NC3CC3)c(C)o2)cc1
→ 9	-75	-0.1	6	nt	15	2	-3	nt	3	5
- O=C(Cn1nc2n(c1=O)-c1ccccc1SC2)N/N=C/c1ccncc1
→ 21	12	-0.3	5	-36	-1	-5	6	-32	6	1
- COc1ccc(/C=C(/NC(=O)c2ccccc2Cl)C(=O)O)cc1
→ -2	-6	-2.0	-2	-2	-11	-5	-2	-1	4	-10
- COc1cc(C2C3C(C)N(C)C(=O)N(C)C3N(C)C(=O)N2C)ccc1O (stereo unspecified)
→ -3	8	-1.2	7	-19	-3	5	5	-21	4	-6
- CCOC(=O)N1CCN(C(=O)c2ccc(CS(=O)(=O)c3c(Cl)cccc3Cl)o2)CC1
→ -1	-3	-0.6	0	-2	-4	20	4	-16	1	8
- Nc1nc(-c2ccccc2)ns1
→ -41	-73	-0.8	-4	7	-16	-10	-6	-29	0	8
- O=C(Nc1cccc2ccccc12)NC1Cc2ccccc2C1
→ -14	-31	-0.4	-6	-12	-5	-4	nt	-1	5	-8
- CCOC(=O)C1C(=O)OC(C)(C)C1C(C)C(=O)c1ccc(C)cc1 (stereo unspecified)
→ 12	0	-2.2	-6	12	5	9	-6	22	-1	-9
- CC(C)c1ccc(OCC(=O)Nc2cccc3c2CCCC3)cc1
→ -4	-9	2.8	-10	8	-33	1	1	8	8	-17

Single records, from the list above. Order of screens: NR5A2 inv ag, NCOA1 inh, MC4R ag barr, ABHD5 PLIN5 PPI, NR2F2 inh, EBV LMP1 NFkB, NCOA3 inh, TLR9-MyD88 inh, SRC2 inh, MC4R antagonist, NOD2 RIPK2 PPI
COc1ccc(/C=C(/NC(=O)c2ccccc2Cl)C(=O)O)cc1 is entered as -2, -6, -2.0, -2, -2, -11, -5, -2, -1, 4, -10
CC(C)c1ccc(OCC(=O)Nc2cccc3c2CCCC3)cc1 is entered as -4, -9, 2.8, -10, 8, -33, 1, 1, 8, 8, -17

A portion of the library; count on the stated rates, not on these rows.
